Compound activity deposited in PubChem by several laboratories.
Dynein transport = inhibitors of GR-EGFP nuclear translocation, primary screen, dynein cargo transport inhibitor project, imaging, high-content, 3617.4 mouse cells | test concentration mostly 20 µM; stimulated with dexamethasone, 1 µM; hits give low values | z-score, hits read low | hit rate 0.47% among 220,000 | AID 1381, 2008;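 active means plate z-score of nuclear minus cytoplasmic receptor signal below a set negative limit, without overly bright fluorescence or cell loss, cut at about -3.5 in these data, passing the limit was not always enough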;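 further: z-score of nuclear minus cytoplasmic ring GR-EGFP intensity difference per well; some compounds called inactive have numbers as strong as hits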
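Buffer or medium: tet-free, stripped-serum medium; reagent: dexamethasone at 1.0 µM final, 30 min; incubation: 48 h induction, 1 h compound, 30 min dex at 37 °C; measured by: formaldehyde fixation, Hoechst nuclear stain, 10x automated fluorescence imaging; read-out: nuclear-to-cytoplasmic GR-EGFP distribution per well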
AID2073 = inhibitors of Mint1-CaV2.2 protein interaction, biochemical, HTRF (AID 2073) | Voltage-dependent N-type calcium channel subunit alpha-1B (Homo sapiens) | HTRF protein-protein interaction, Mint1-CaV2.2; higher % means a stronger effect | one-dose inhibition, % at 20 µM; IC50 in µM for titrated hits | hit rate 0.19% among 290,000; in the data active means inhibition mostly above about 51%, no sharp cut-off; inconclusive means no clear call, values can overlap the other calls; inactive means mostly below about 53%; further: some results filed as inactive read as strong as hits
XIAP displacement = XIAP antagonists, biochemical, IAP family, fluorescence polarization (AID 1018); one-dose displacement, % at 20 µM; IC50 in µM for titrated hits; XIAP BIR domain, fluorescence polarization peptide displacement; higher % means a stronger effect; hit rate 0.007% among 200,000; in the data active means displacement above about 50%; further: a part of the inactive calls stands beside numbers as strong as those of hits
P. falciparum M17LAP = P. falciparum M17LAP inhibitors, primary screen, biochemical, fluorogenic H-Leu-NHMec substrate, 1536-well (AID 1619). hit rate 0.38% among 220,000. recombinant M17LAP, H-Leu-NHMec fluorogenic kinetic assay; higher % means a stronger effect. inhibition, % at 30 µM; hits with a dose series show IC50 in µM;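 active means compound inhibiting the enzyme by more than half at any dose during confirmatory dose-response retesting; inconclusive means strong single-dose inhibitors picked by rank but not retested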;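 further: plate controls were full reaction with DMSO carrier for no effect and no enzyme background for full effect; strong numbers were not always called active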
LYP phosphatase = inhibitors of LYP phosphatase, biochemical, fluorescence intensity, uHTS (AID 1779); hit rate 0.054% among 290,000; Tyrosine-protein phosphatase non-receptor type 22 (Homo sapiens); inhibition, % at 11.5 µM; hits with a dose series show IC50 in µM; recombinant LYP phosphatase, fluorescence intensity; higher % means a stronger effect;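 further: plate controls were vehicle with enzyme for no effect and no enzyme for full effect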
M1AAP inhibition = P. falciparum M1AAP inhibitors, biochemical, fluorogenic H-Leu-NHMec substrate, 1536-well (AID 1445) | recombinant M1AAP, H-Leu-NHMec fluorogenic kinetic assay; higher % means a stronger effect | hit rate 0.42% among 220,000 | one-dose inhibition, % at 30 µM; IC50 in µM for titrated hits;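 active means primary inhibition above the hit cutoff, then over 50% inhibition at one or more dose response concentrations, cut at about 23% in these data, passing the limit was not always enough; inconclusive means conflicting primary data, or primary hits not chosen for dose response; inactive means low primary inhibition, or under 50% at every dose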;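 further: plate controls were DMSO full reaction for no effect and no enzyme background for full effect; strong numbers were not always called active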
human PMI inhibition = inhibitors of human PMI, primary screen, biochemical, fluorescence intensity, coupled assay (AID 1209); inhibition, % at 20 µM, or IC50 in µM where a hit was titrated; purified PMI enzyme, coupled fluorescence intensity; higher % means a stronger effect; Mannose-6-phosphate isomerase (Homo sapiens); hit rate 0.42% among 190,000;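 further: plate controls were DMSO vehicle for no effect and wells lacking substrate for full effect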
Siah-1 displacement = Siah-1 peptide-binding antagonists, primary screen, biochemical, fluorescence polarization, rhodamine-plectin, uHTS (AID 1817) | hit rate 0.02% among 290,000 | Siah-1 / rhodamine-plectin peptide fluorescence polarization; higher % means a stronger effect | one-dose displacement, % at 20 µM; IC50 in µM for titrated hits | E3 ubiquitin-protein ligase SIAH1 (Homo sapiens);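 active means displacement of at least 50% at 20 µM, with a fluorescence ratio check between 0.3 and a set limit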;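 further: plate controls were Siah plus tracer with DMSO for no effect and tracer alone without Siah for full effect; strong numbers were not always called active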
human PMI inhibitors = human PMI inhibitors, high substrate, primary screen, biochemical, fluorescence intensity, high mannose 6-phosphate (AID 1220) | inhibition, % at 20 µM; hits with a dose series show IC50 in µM | Mannose-6-phosphate isomerase (Homo sapiens) | hit rate 0.66% among 190,000 | recombinant PMI enzyme, coupled fluorescence intensity; higher % means a stronger effect
Dynein transport cytoplasmic EGFP = also measured in Dynein transport; calls as there; z-score; measured here: cytoplasmic GR-EGFP intensity; hits give high values
Dynein transport nuclear GR-EGFP = recorded beside Dynein transport, whose call it bears; z-score; measured here: nuclear GR-EGFP intensity;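 lower value marks the stronger effect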
Dynein transport cell count = recorded beside Dynein transport, whose call it bears; z-score; measured here: cell count per field
An asterisk follows results filed as active; ? = inconclusive; . = not tested or not shown. Unless noted, no stated cut-off is given here; in the data, active means inhibition above about 50%; inactive means the rest.

SMILES	Dynein transport	Dynein transport cytoplasmic EGFP	Dynein transport nuclear GR-EGFP	Dynein transport cell count	AID2073	XIAP displacement	P. falciparum M17LAP	LYP phosphatase	M1AAP inhibition	human PMI inhibition	Siah-1 displacement	human PMI inhibitors
N#CC(Nc1ccccc1)c1ccccc1OCc1ccccc1 (stereo unspecified)	-1.3	-0.38	-0.58	1.8	-1%	-6.4%	5%	-4%	20%	16%	3%	9%
Cc1ccc(C2CC(=O)c3cnc(N4CC(C)CC(C)C4)nc3C2)cc1 (stereo unspecified)	.	.	.	.	-13%	-6.5%	.	2%	.	-1%	-1%	0%
CCC(C(=O)O/N=C(\N)c1cccc(C)c1)c1ccccc1 (stereo unspecified)	-0.18	0.77	0.2	0.37	-6%	-3.8%	0%	-7%	2%	7%	-1%	1%
COc1cccc(C(C(=O)NC(C)(C)C)N(C(=O)CCC(=O)Nc2cc(C)on2)C(C)C)c1OC (stereo unspecified)	-0.11	-0.16	0.34	0.84	0%	-2.2%	4%	4%	8%	8%	-5%	6%
C#CCNC(=O)C1=C[C@@H](C2CC2)C[C@@H](OCc2ccc(CO)cc2)O1	-0.049	-0.25	0.36	-0.46	6%	-0.6%	-3%	-5%	-2%	7%	1%	2%
CCN(CC)C(=S)SCC(=O)Nc1ccc(S(N)(=O)=O)cc1	0.32	-0.28	-0.35	0.01	0%	-4.2%	3%	-6%	2%	-1%	1%	2%
Cc1ccc(S(=O)(=O)Nc2ccccc2F)cc1C(=O)NCCCN1CCCC1=O	-0.012	-0.23	0.15	0.34	0%	0.7%	4%	-6%	2%	-3%	2%	3%
COC(=O)C(C(=O)N1CCN(C)CC1)C1CCCCCC1 (stereo unspecified)	0.33	-0.26	0.12	0.55	3%	-9.8%	-5%	5%	1%	1%	1%	-2%
CC(C)Oc1cccc(-c2nnc(SCC(=O)Nc3ccc4c(c3)OCCO4)n2N)c1	0.28	-0.26	-0.76	-0.49	-11%	-5.2%	13%	-8%	-1%	21%	-2%	3%
O=C(Nc1ccc2c(c1)OCO2)N1CCC(CO)(CC2CCCCO2)CC1 (stereo unspecified)	0.017	-0.36	0.0051	0.21	-24%	-4.5%	7%	-8%	3%	7%	1%	22%
O=[N+]([O-])c1ccccc1Oc1ccccc1Cl	0.5	-0.27	0.48	0.73	0%	-5.8%	-14%	-4%	1%	19%	-2%	10%
COc1ccc(NC(=O)Cn2cccc2)cc1Cl	0.11	-0.3	0.22	-0.55	-1%	-3.2%	9%	-2%	7%	5%	-4%	-7%
Cc1cc(/C([O-])=C(/C(=S)Nc2ccccc2)[n+]2ccccc2)c(C)n1-c1ccccc1	-0.37	-0.23	0.2	0.73	10%	-4.4%	5%	-7%	1%	-1%	5%	-5%
Cn1c2c(c(=O)[nH]c1=O)C(c1cccc(O)c1)C1=C(N2)c2ccccc2C1=O (stereo unspecified)	0.23	-0.34	0.62	0.18	-7%	1.1%	-9%	-6%	-3%	-30%	3%	-22%
Cc1ccc(C)c(N2CCN(C(=O)C3CCN(c4nnc(N5CCCC5=O)s4)CC3)CC2)c1	-0.94	-0.21	-0.48	-0.53	0%	-3.1%	.	-5%	.	-5%	-2%	-10%
CCn1ccnc1CN1CCc2c([nH]c3ccccc23)C1C1CCCCC1 (stereo unspecified)	-0.65	-0.17	-0.39	1	28%	-3.6%	7%	-3%	1%	.	-5%	.
CCC(C)c1ccc(OCC(=O)Nc2ccc3[nH]c(=O)[nH]c3c2)cc1 (stereo unspecified)	0.35	-0.28	0.54	0.24	-2%	-2.0%	-11%	-5%	-4%	-2%	-2%	0%
Cc1ccccc1OCCSc1nnc(-c2cccnc2)n1N	-0.015	-0.25	-0.13	0.076	-20%	-27%	3%	-2%	3%	14%	0%	3%
CCCCNC(=O)COC(=O)CCC(=O)c1ccc(F)cc1	0.27	-0.16	0.89	-0.022	14%	-3.0%	-5%	-6%	-1%	-5%	2%	-8%
Cc1ccc(S(=O)(=O)NC(C)(C)CSc2nnc(N)s2)cc1	3.5	0.34	1.6	-1.8	-14%	-5.1%	0%	3%	-3%	3%	-2%	4%
CC(=O)c1ccc(NC(=O)CO/N=C(\C)c2cccs2)cc1	-0.097	-0.15	-0.01	0.88	4%	-2.3%	-5%	0%	7%	2%	12%	0%
O=C(NNS(=O)(=O)c1ccccc1)c1cccs1	-1	0.18	-0.53	0.17	1%	14%	-5%	-1%	4%	10%	5%	4%
Cn1c(-c2cccc(Br)c2)cnc1NCc1cccnc1	-0.86	0.34	-0.41	1.3	-1%	-4.1%	6%	-9%	8%	3%	0%	-3%
Cn1c(C(=O)OC(C(=O)NC2CCCCC2)c2ccccn2)cc2sccc21 (stereo unspecified)	0.063	-0.15	-0.082	0.23	-2%	2.5%	-9%	-1%	1%	9%	14%	7%
Cc1cc(N2CCOCC2)nc2ccc(NC(=O)CCC(=O)N3CCC(C)CC3)cc12	-0.63	0.35	-0.18	0.45	-1%	-4.5%	-36%	-4%	5%	7%	-6%	17%

Continued, overlapping the part above by five compounds.
SMILES	Dynein transport	Dynein transport cytoplasmic EGFP	Dynein transport nuclear GR-EGFP	Dynein transport cell count	AID2073	XIAP displacement	P. falciparum M17LAP	LYP phosphatase	M1AAP inhibition	human PMI inhibition	Siah-1 displacement	human PMI inhibitors
CC(=O)c1ccc(NC(=O)CO/N=C(\C)c2cccs2)cc1	-0.097	-0.15	-0.01	0.88	4%	-2.3%	-5%	0%	7%	2%	12%	0%
O=C(NNS(=O)(=O)c1ccccc1)c1cccs1	-1	0.18	-0.53	0.17	1%	14%	-5%	-1%	4%	10%	5%	4%
Cn1c(-c2cccc(Br)c2)cnc1NCc1cccnc1	-0.86	0.34	-0.41	1.3	-1%	-4.1%	6%	-9%	8%	3%	0%	-3%
Cn1c(C(=O)OC(C(=O)NC2CCCCC2)c2ccccn2)cc2sccc21 (stereo unspecified)	0.063	-0.15	-0.082	0.23	-2%	2.5%	-9%	-1%	1%	9%	14%	7%
Cc1cc(N2CCOCC2)nc2ccc(NC(=O)CCC(=O)N3CCC(C)CC3)cc12	-0.63	0.35	-0.18	0.45	-1%	-4.5%	-36%	-4%	5%	7%	-6%	17%
O=C(CN1C(=O)CSC1=O)Nc1ccc(N2CCOCC2)cc1	-0.6	-0.21	-0.086	0.038	?	0.7%	19%	1%	1%	-17%	15%	-41%
CCOC(=O)c1c(N)sn(-c2ccccc2C)c1=S	-0.62	-0.18	-0.053	0.33	23%	-2.2%	0%	2%	9%	61%*	4%	34%
O=S(=O)(c1cccs1)N1CCN(c2ccccn2)CC1	0.85	-0.24	0.92	0.54	9%	-8.0%	6%	-2%	1%	6%	-3%	11%
Cc1cc(NC(=O)Cc2ccccc2)no1	1.7	-0.19	2.6	-1.8	-1%	-6.6%	-10%	-2%	-1%	2%	5%	4%
O=C(c1ccc(F)cc1)N(NC(=O)C(O)(c1ccccc1)c1ccccc1)c1ccccc1	0.72	-0.24	0.75	-0.41	43%	-3.3%	7%	-4%	1%	16%	1%	11%
Cc1nc(CS(=O)(=O)c2ccccn2)sc1C(=O)NNC(=O)c1ccc(Cl)cc1	0.93	-0.23	1.1	-1.1	6%	.	24%	0%	13%	.	6%	.
Cc1c(CCC(=O)O)c(=O)oc2c(C)c(OCc3cc4c(cc3Cl)OCO4)ccc12	-0.31	-0.22	0.33	0.34	14%	.	13%	-1%	11%	.	29%	.
CN(C)CCCN=Cc1c(-c2ccccc2)[nH]n(-c2nc3ccccc3s2)c1=O	-0.44	-0.2	-0.53	1.1	0%	-7.7%	35%	2%	8%	.	-5%	.
O=C(CN(C1CCCCC1)S(=O)(=O)c1ccc(Cl)cc1)NCc1cccnc1	-1	-0.25	-0.58	0.28	-8%	-1.2%	9%	-4%	3%	10%	1%	13%
CC(C)OC(=O)CSc1nc(N)c(C#N)c(-c2ccco2)c1C#N	-0.46	0.009	0.24	2.5	-8%	-4.0%	6%	-4%	10%	17%	-8%	28%
CSCCC1NC(=O)N(CC(=O)N2N=C(c3ccc(Cl)cc3)CC2c2ccco2)C1=O (stereo unspecified)	0.49	-0.31	-0.11	-0.73	18%	-5.2%	-6%	3%	1%	8%	-4%	10%
COc1ccc2[nH]c3c(=O)n(CCN4CCOCC4)cnc3c2c1	-0.13	-0.13	0.32	0.012	2%	.	-48%	-8%	5%	.	14%	.
O=C1SC(c2ccccc2)=N/C1=C/c1ccco1	0.46	-0.37	0.75	-0.092	-4%	-3.8%	-7%	-7%	4%	-7%	-3%	8%
O=[N+]([O-])c1ccc(NC(=S)N2CCN(c3ccc(F)cc3)CC2)cc1	-0.69	-0.16	-0.47	0.2	-34%	0.4%	8%	5%	4%	0%	1%	-3%
CCCNC(=O)c1cc2cc([N+](=O)[O-])ccc2s1	-0.23	-0.31	0.0091	0.29	8%	-6.6%	-4%	-3%	5%	4%	4%	4%
COc1ccccc1CNC(=O)COC(=O)c1cc(C)oc1C	-0.33	-0.27	0.024	0.29	4%	-3.1%	-1%	-12%	0%	-23%	-4%	-16%
O=c1cc(-c2ccccc2)nc2cc(-c3ccco3)[nH]n12	0.28	-0.24	0.33	0.24	17%	.	2%	-4%	12%	.	-2%	.
O=C(CCN1CCc2ccccc2C1)Nc1ccccc1	0.0088	0.0089	0.054	0.6	?	2.7%	0%	-9%	0%	6%	-4%	9%
Cc1sc2ncn(CC(=O)NCC3COc4ccccc4O3)c(=O)c2c1S(=O)(=O)N1CCOCC1 (stereo unspecified)	-0.37	-0.29	-0.47	1.1	-2%	9.7%	6%	-6%	12%	10%	10%	2%
